KAT2A inh = qHTS Assay for Inhibitors of GCN5L2 | GCN5L2 HAT assay, ThioGlo1 CoA-SH fluorescence | Potency, µM (top dose mostly 58.9 µM), without a hit: top-dose activity change, negative = inhibition, usual class: inhibitors | hit rate 0.21% among 390,000 | Histone acetyltransferase KAT2A (Homo sapiens), Q92830
Target sequence (Q92830 whole entry, looked up): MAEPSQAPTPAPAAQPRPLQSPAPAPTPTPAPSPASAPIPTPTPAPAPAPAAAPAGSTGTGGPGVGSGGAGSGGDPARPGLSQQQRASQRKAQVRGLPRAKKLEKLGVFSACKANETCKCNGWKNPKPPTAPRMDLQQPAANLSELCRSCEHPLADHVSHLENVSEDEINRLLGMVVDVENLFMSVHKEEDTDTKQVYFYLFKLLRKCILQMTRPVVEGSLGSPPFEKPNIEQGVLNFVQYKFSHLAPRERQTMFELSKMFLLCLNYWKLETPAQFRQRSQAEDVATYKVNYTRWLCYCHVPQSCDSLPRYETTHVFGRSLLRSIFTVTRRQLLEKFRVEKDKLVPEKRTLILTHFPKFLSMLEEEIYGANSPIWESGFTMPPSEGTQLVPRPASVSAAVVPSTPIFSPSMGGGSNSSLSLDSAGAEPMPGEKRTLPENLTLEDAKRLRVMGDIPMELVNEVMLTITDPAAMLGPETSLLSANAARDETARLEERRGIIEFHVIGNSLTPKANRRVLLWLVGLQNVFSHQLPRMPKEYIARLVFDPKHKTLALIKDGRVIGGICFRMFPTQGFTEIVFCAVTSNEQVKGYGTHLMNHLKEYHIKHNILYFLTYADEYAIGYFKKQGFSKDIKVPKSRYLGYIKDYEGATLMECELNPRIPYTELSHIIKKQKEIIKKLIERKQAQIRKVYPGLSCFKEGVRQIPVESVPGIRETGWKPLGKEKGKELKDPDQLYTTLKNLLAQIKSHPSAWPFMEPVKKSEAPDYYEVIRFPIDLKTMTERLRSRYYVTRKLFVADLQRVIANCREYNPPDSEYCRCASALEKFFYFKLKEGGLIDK
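Preincubate 20nM GCN5L2 with compound 15 min, RT → add 50uM ThioGlo1 + 75uM H3(1-25) + 70uM acetyl-CoA → read fluorescence 0 and 20 min. Primary qHTS; fluorescent artifacts likely.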
N370S GC = qHTS Assay for Inhibitors and Activators of N370S glucocerebrosidase as a Potential Chaperone Treatment of Gaucher Disease | Lysosomal acid glucosylceramidase (Homo sapiens), P04062 | N370S GC spleen homogenate, 4MU-glucoside fluorescence | Potency, µM (doses to about 59.4 µM), for the others: top-dose activity change, negative = inhibition, usual class: inhibitors | hit rate 0.092% among 330,000;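 note: 0% = full enzyme activity and -100% = no enzyme basal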
FEN1 inh = qHTS Assay for the Inhibitors of Human Flap endonuclease 1 (FEN1); Recombinant FEN1 flap cleavage, fluorescence, 15 min; hit rate 0.35% among 390,000; AID 588795, 2011; Potency, µM (series often up to 114 µM), for the others: top-dose activity change, negative = inhibition, usual class: inhibitors; note: nearly all actives have a fitted effect of over 65% in size
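FEN1 at 10 nM preincubated with compounds 15 min at room temperature, then flap DNA substrate added at 50 nM final. Signal read at 0 and 15 min; concentration-response fitted with four-parameter Hill equation.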
* = called active by the depositor; [ ] = remark or other dose. Calls come from the whole dose curve; as a rule, active = well fitted curve in the direction sought with a large enough effect; inconclusive = small, poorly fitted or top-dose-only effect, or another doubt; inactive = no such curve, though single readings can be large; an effect the other way counts as inactive or inconclusive. Unless noted, % is set by controls: 0 for no effect and ±100 for the full control effect; potency is the fitted concentration of half-maximal effect.

Screening COc1ccc(C)cc1NC(=O)CSc1nnc(-c2ccco2)n1N returned KAT2A inh 20%, N370S GC 8% and FEN1 inh 1%.
CC(C)c1ccc(NC(=O)C2CCC(CNS(=O)(=O)c3ccc4c(c3)CCCC(=O)N4)CC2)cc1 (stereo not drawn) was read as KAT2A inh -4% and FEN1 inh 2%.
CSc1nn(CCc2ccncc2)c(=S)s1 was read as KAT2A inh 5%, N370S GC 0% and FEN1 inh 6%.
For CN(C)S(=O)(=O)c1ccc(NC(=S)NC(=O)c2cccs2)cc1 the results were KAT2A inh -1%, N370S GC 3% and FEN1 inh -3%.
Screening Cc1cc(C(F)F)n2nc(C(=O)Nc3cccc(C(F)(F)F)c3)nc2n1 returned KAT2A inh -4%, N370S GC -4% and FEN1 inh 4%.
Screening Cc1c(NC(=O)Nc2ccccc2)cccc1[N+](=O)[O-] returned KAT2A inh 0%, N370S GC 1% and FEN1 inh -1%.
For O=C(Nc1ccnn1C1CCN(CC(O)CO)CC1)C1CCCC1 (stereo not drawn) the results were KAT2A inh -28%, N370S GC -6% and FEN1 inh 0%.
For COc1ccc(N2CCN(C(=O)c3cc4cc(Cl)ccc4[nH]3)CC2)cc1 the results were KAT2A inh 20%, N370S GC -29% and FEN1 inh 7%.
`O=C(/C=C/c1ccccc1Cl)Nc1ccc(Cl)cn1` gave KAT2A inh -8%, N370S GC 6% and FEN1 inh 4%.
`COc1ccc(-c2[nH]c(-c3ccc(C)cc3)nc2SCC(=O)NCc2ccco2)cc1OC` gave KAT2A inh -16%, N370S GC -1% and FEN1 inh 19%.
`CCOC(=O)/C=C/C(=O)OCC(=O)NC(c1ccccc1)c1ccccc1` gave KAT2A inh 1%, N370S GC 8% and FEN1 inh -12%.
NC(=O)CNC(=O)[C@@H]1CC2(CC(c3cccc(Br)c3)=NO2)CN1C(=O)c1ccc(Br)cc1 (stereo partly drawn) was read as KAT2A inh inconclusive, N370S GC 0% and FEN1 inh -23%.
`CCc1ccccc1NC(=O)Cn1c(=O)n(CC2CCC(C(=O)NCCc3ccccc3)CC2)c(=O)c2ccccc21` (stereo not drawn) gave KAT2A inh -2% and FEN1 inh -13%.
CCOC(=O)C1CCN(Cc2cccc(Oc3ccccc3)c2)CC1 was read as KAT2A inh -4%, N370S GC 1% and FEN1 inh 18%.
COc1ccc(NC(=O)c2ccc(COCC(F)(F)C(F)F)cc2)cc1OC was read as KAT2A inh -7%, N370S GC 13% and FEN1 inh 10%.
`O=C(c1ccc(OCc2cn3ccccc3n2)cc1)N1CCN(S(=O)(=O)c2ccccc2F)CC1` gave KAT2A inh -7%, N370S GC 0% and FEN1 inh 1%.
`COCC1CCN(Cc2cn(Cc3ccccc3)nc2-c2cc3ccccc3o2)CC1` gave KAT2A inh 7%, N370S GC 12% and FEN1 inh -19%.
Screening O=C(CCn1nnnc1CN1CCOCC1)N1CCC(c2ccccc2F)C1 (stereo not drawn) returned KAT2A inh -20%, N370S GC -9% and FEN1 inh 2%.
`Clc1ccc(-c2nnc(SCc3nc(-c4ccccc4)no3)o2)cc1` gave KAT2A inh -8%, N370S GC 16% and FEN1 inh 17%.
`CN(CCc1ccccn1)C(=O)CCc1nnc(CCCc2ccccc2)o1` gave KAT2A inh 22%, N370S GC 1% and FEN1 inh 2%.
`CN=C1S/C(=C/c2cn(CC(=O)OC)c3ccccc23)C(=O)N1C` gave KAT2A inh -11%, N370S GC 12% and FEN1 inh -8%.
`CCn1cc(CN2CCC(n3nccc3NC(=O)CCc3ccccc3)CC2)cn1` gave KAT2A inh -7%, N370S GC 0% and FEN1 inh 40%[activator].
CCCC1(c2ccccc2)NC(=O)N(CC(=O)NCC2COc3ccccc3O2)C1=O (stereo not drawn) was read as KAT2A inh 1% and FEN1 inh -6%.
`CCOC(=O)/C=C1\CC(C(=O)OCC)Oc2ccccc21` (stereo not drawn) gave KAT2A inh inconclusive, N370S GC -5%[89.1 µM] and FEN1 inh -18%.
CC(C)c1ccc(C(=O)Nc2ccc(N3CCOCC3)cc2)cc1 was read as KAT2A inh 0%, N370S GC -2% and FEN1 inh -8%.
`CCN(C(=O)COC(=O)/C=C/c1c(C)nn(-c2ccccc2)c1C)C1CCS(=O)(=O)C1` (stereo not drawn) gave KAT2A inh -14%, N370S GC 4% and FEN1 inh -12%.
For COc1ccccc1Nc1nnc(SCc2nnc(-c3cc(OC)c(OC)c(OC)c3)o2)s1 the results were KAT2A inh -7%, N370S GC 18% and FEN1 inh inconclusive.
CNC(=S)N/N=C/c1cn(CCOc2ccccc2OC)c2ccccc12 was read as KAT2A inh -7%, N370S GC 7% and FEN1 inh -2%.
Cc1ccc(-c2nc(C#N)c(NCc3ccco3)o2)cc1 was read as KAT2A inh -2%, N370S GC 5% and FEN1 inh 2%.
For C=C(C)CC(NCCc1ccccc1)c1ccco1 (stereo not drawn) the results were KAT2A inh 11%, N370S GC -18% and FEN1 inh -13%.
Screening S=C1NCCOCCOCCNC(=S)N2CCOCCOCCN1CCOCCOCC2 returned KAT2A inh -5%, N370S GC 3% and FEN1 inh -4%.
O=C1CC(C(=O)NC2CCCCC2)C(c2ccccc2)O1 (stereo not drawn) was read as KAT2A inh 3%, N370S GC 3% and FEN1 inh 30%.
Screening CC(=O)c1ccc(NC(=O)C(C)OC(=O)c2cccc(-n3cnnn3)c2)cc1 (stereo not drawn) returned KAT2A inh 2%, N370S GC -6% and FEN1 inh -1%.
Screening Cc1nn(-c2ccccc2)c(Cl)c1/C=N/O returned KAT2A inh -5%, N370S GC 6% and FEN1 inh -2%.
Screening O=C(CSc1nnc(-c2ccoc2)o1)N1CCOCC1 returned KAT2A inh -1%, N370S GC -2% and FEN1 inh 3%.
`Brc1ccc(NCc2nnc3n2CCCCC3)cc1` gave KAT2A inh -3%, N370S GC -2% and FEN1 inh -1%.
Screening CC(C)NC(=O)C1CCN(C2CCN(Cc3nc4ccccc4s3)CC2)CC1 returned KAT2A inh 2%, N370S GC 2% and FEN1 inh 25%.
Screening CCCC(=O)NC(=S)Nc1cccc(Cl)c1N1CCCCC1 returned KAT2A inh 0%, N370S GC 0% and FEN1 inh inconclusive.
For CC(=O)c1c(C)[nH]c(C(=O)COC(=O)C2CC2)c1C the results were KAT2A inh -5%, N370S GC 0% and FEN1 inh 13%.
`CS(=O)(=O)c1ccc2nc(NC(=O)CN3CCCCCC3)sc2c1` gave KAT2A inh -5%, N370S GC 4% and FEN1 inh -3%.
COC(=O)N1CCC2(CCN(C(=O)Nc3ccccc3)CC2)CC1 was read as KAT2A inh -2% and N370S GC 8%.
`Cc1ccccc1OCCNC(=O)c1ccco1` gave KAT2A inh 1%, N370S GC -5% and FEN1 inh 1%.
Screening COc1ccc(-c2cc(C)no2)cc1S(=O)(=O)N1CCCN(Cc2ccccc2Cl)C1 returned KAT2A inh -9%, N370S GC 2% and FEN1 inh 1%.
For CNC(=S)NNC(=O)c1ccc(N(C)C)cc1 the results were KAT2A inh -3%, N370S GC -11% and FEN1 inh 1%.
`CCOC(=O)c1ccccc1NC(=O)CCc1c(C)nc2ncnn2c1C` gave KAT2A inh -3% and FEN1 inh -3%.
`CCOc1ccc(N2CC(C(=O)Nc3cc(OCC)c(N4CCOCC4)cc3OCC)CC2=O)cc1` (stereo not drawn) gave KAT2A inh 2%, N370S GC -6% and FEN1 inh -4%.
Screening COc1ccccc1C(=O)N1CCN(CCNC(=O)C(=O)Nc2ccc(Br)c(C)c2)CC1 returned KAT2A inh -14%, N370S GC 1% and FEN1 inh 15%.
For O=c1c2ccccc2nc(SCc2ccccc2)n1Cc1ccco1 the results were KAT2A inh -11%, N370S GC 4%[2.35 µM] and FEN1 inh 12%.
Screening CCC(C)(NC=O)C(=O)Nc1c(C)cccc1C (stereo not drawn) returned KAT2A inh -5%, N370S GC 12% and FEN1 inh -3%.
For Cn1nc(C(=O)Nc2cccc(C(F)(F)F)c2)ccc1=O the results were KAT2A inh 2%, N370S GC -1% and FEN1 inh 7%.
For O=S(=O)(Nc1cc(Sc2cccc3cccnc23)c(O)c2ccccc12)c1ccccc1 the results were KAT2A inh -23% and N370S GC 9%.
`Nc1cc(=O)[nH]c(SCCSc2cc(Cl)ccc2Cl)n1` gave KAT2A inh -20%, N370S GC -12% and FEN1 inh 13%.
Screening COc1ccc(NC(=O)c2cc([N+](=O)[O-])ccc2NC(=O)CNCc2ccccn2)c(OC)c1 returned KAT2A inh -10%, N370S GC -3% and FEN1 inh 3%.
`CCCCNS(=O)(=O)c1ccc(N2CCCCS2(=O)=O)cc1` gave KAT2A inh -18% and FEN1 inh 1%.
`CNC(=O)c1ccc2nc(NC(C)=O)sc2c1` gave KAT2A inh -9%, N370S GC -1% and FEN1 inh 5%.
For COc1ccc(NS(=O)(=O)c2ccc3oc(SC4CCOC4=O)nc3c2)cc1 (stereo not drawn) the results were KAT2A inh -17% and FEN1 inh -3%.
Screening COC(=O)c1cc(OC)c(OC)cc1NC(=O)c1ccc(OC)c(OC)c1 returned KAT2A inh 0%, N370S GC -3% and FEN1 inh 2%.
Cc1ccc(S(=O)(=O)NC(C)(C)CSc2nncn2N)cc1 was read as KAT2A inh -1%, N370S GC -3% and FEN1 inh 1%.
COc1ccc(/C=C2\SC(=O)N(CCNC(=O)Cn3cnnn3)C2=O)cc1 was read as KAT2A inh -1%, N370S GC 6% and FEN1 inh 7%.
Screening COc1ccccc1OCCn1cc(C#N)c2ccccc21 returned KAT2A inh -6%, N370S GC inconclusive and FEN1 inh -2%.
Screening Cc1ccc(-n2nc3ccc(NC(=O)c4oc5ccccc5c4C)cc3n2)cc1 returned KAT2A inh 1% and FEN1 inh 7%.
For CC(C)NC(=O)N(C)C[C@H]1Oc2ccc(NC(=O)c3ccncc3)cc2C(=O)N([C@H](C)CO)C[C@@H]1C the results were KAT2A inh 2% and FEN1 inh 14%.
Screening O=C(c1ccccc1)c1sc(N2CCCCCC2)nc1-c1ccccc1 returned KAT2A inh inconclusive, N370S GC 11% and FEN1 inh -13%.
For COc1cccc(NC(=O)c2sc3nc(C)c(C(=O)Nc4ccc(C)cc4C)c(-c4cccs4)c3c2N)c1 the results were KAT2A inh 18µM* and FEN1 inh 6%.
For O=C(COC(=O)c1ccc2ccccc2n1)c1ccccc1 the results were KAT2A inh -4%, N370S GC 14% and FEN1 inh -7%.
For COc1ccc(Nc2nc(N)nc(CN3CCC(Cc4ccccc4)CC3)n2)cc1 the results were KAT2A inh 4%, N370S GC -21% and FEN1 inh 4%.
Screening O=C(CCN1C(=O)/C(=C\c2ccccc2)SC1=S)NCCCN1CCOCC1 returned KAT2A inh -5%, N370S GC inconclusive and FEN1 inh -12%.
`CCN(CC)CCn1c(NCc2ccccn2)nc2ccccc21` gave KAT2A inh 2%, N370S GC -10% and FEN1 inh 6%.
Screening CCN(CC)S(=O)(=O)c1cccc(C(=O)NCCCn2ccnc2)c1 returned KAT2A inh -2%, N370S GC -2% and FEN1 inh -7%.
Cc1cccc(Nc2ccc(NCc3ccccc3)nn2)c1 was read as KAT2A inh -6%, N370S GC -16% and FEN1 inh 6%.
For O=C(NC1CCN(C(=S)Nc2ccc(F)cc2)CC1)C1CCCCC1 the results were KAT2A inh 0%, N370S GC 1% and FEN1 inh 0%.

Ten structures from above, ordered by number of heavy atoms, ascending:
Screening COc1ccccc1OCCn1cc(C#N)c2ccccc21 returned KAT2A inh -6%, N370S GC inconclusive and FEN1 inh -2%.
`CCN(CC)CCn1c(NCc2ccccn2)nc2ccccc21` gave KAT2A inh 2%, N370S GC -10% and FEN1 inh 6%.
For O=C(NC1CCN(C(=S)Nc2ccc(F)cc2)CC1)C1CCCCC1 the results were KAT2A inh 0%, N370S GC 1% and FEN1 inh 0%.
Screening O=C(c1ccccc1)c1sc(N2CCCCCC2)nc1-c1ccccc1 returned KAT2A inh inconclusive, N370S GC 11% and FEN1 inh -13%.
COc1ccc(/C=C2\SC(=O)N(CCNC(=O)Cn3cnnn3)C2=O)cc1 was read as KAT2A inh -1%, N370S GC 6% and FEN1 inh 7%.
Screening O=C(CCN1C(=O)/C(=C\c2ccccc2)SC1=S)NCCCN1CCOCC1 returned KAT2A inh -5%, N370S GC inconclusive and FEN1 inh -12%.
Screening Cc1ccc(-n2nc3ccc(NC(=O)c4oc5ccccc5c4C)cc3n2)cc1 returned KAT2A inh 1% and FEN1 inh 7%.
For COc1ccc(Nc2nc(N)nc(CN3CCC(Cc4ccccc4)CC3)n2)cc1 the results were KAT2A inh 4%, N370S GC -21% and FEN1 inh 4%.
For CC(C)NC(=O)N(C)C[C@H]1Oc2ccc(NC(=O)c3ccncc3)cc2C(=O)N([C@H](C)CO)C[C@@H]1C the results were KAT2A inh 2% and FEN1 inh 14%.
For COc1cccc(NC(=O)c2sc3nc(C)c(C(=O)Nc4ccc(C)cc4C)c(-c4cccs4)c3c2N)c1 the results were KAT2A inh 18µM* and FEN1 inh 6%.

From PubChem BioAssay
